Source: PubChem
TIM10 inh: growth inhibitors of isogenic TIM10 control yeast, primary screen, counter-screen for tim10-1 yeast inhibitor project, luminescence, uHTS. inhibition, % at 10 µM. AID 463195, 2010. S. cerevisiae TIM10 strain growth, BacTiter-Glo luminescence, 24 h. actives 1.4% (n = 330,000);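 active means inhibition of 40% or more at the single tested concentration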;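 further: wild-type TIM10 isogenic control strain grown at permissive 25 °C; 0% = DMSO yeast wells and 100% = minimal medium wells without yeast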
APJ ag: agonists of human apelin receptor APJ, primary screen, CHO-K1 cells, PathHunter beta-arrestin, luminescence | P35414 | 0% DMSO wells, 100% apelin | activation, % at 20 µM | actives 0.11% (n = 330,000) | AID 2520, 2010;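 active means activation more than six SD over the plate average, tested at 20 µM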;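 further: 0% = DMSO alone and 100% = apelin-13 at 10 nM; some results filed as inactive read as strong as hits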
Target sequence (P35414 whole entry, looked up): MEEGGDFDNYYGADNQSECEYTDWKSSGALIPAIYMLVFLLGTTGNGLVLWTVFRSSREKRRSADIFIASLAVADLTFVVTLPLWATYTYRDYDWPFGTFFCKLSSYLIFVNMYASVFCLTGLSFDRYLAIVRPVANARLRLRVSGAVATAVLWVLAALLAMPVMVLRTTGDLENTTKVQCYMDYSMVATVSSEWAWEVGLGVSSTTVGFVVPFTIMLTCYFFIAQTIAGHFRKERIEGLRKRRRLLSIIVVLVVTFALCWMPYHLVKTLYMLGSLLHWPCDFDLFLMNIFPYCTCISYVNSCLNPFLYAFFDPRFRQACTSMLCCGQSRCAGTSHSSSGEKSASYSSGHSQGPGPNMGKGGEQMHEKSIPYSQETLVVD
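Test system – PathHunter CHO-K1 APJ (AGTRL-1) beta-arrestin reporter cells · Input – 1000 cells/well · Compound – single test compound dose, 20 µM final, 1% DMSO · Times – compound stimulation 90 min at 25 °C, detection 60 min · Technique – beta-gal luminescence · Read-out basis – APJ–arrestin association signal · Control set – negative DMSO alone, positive Apelin-13 at 10 nM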
APJ antagonist: antagonists of human apelin receptor APJ, primary screen, CHO-K1 cells, beta-arrestin complementation, luminescence; inhibition, % at 20 µM; AID 2521, 2010; P35414; actives 0.32% (n = 330,000);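 active means inhibition above about 40% at 20 µM, limit read from the data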;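 further: cells challenged with 10 nM apelin-13 agonist together with compound; plate controls were apelin-13 plus DMSO wells for no effect and DMSO wells lacking apelin-13 for full effect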
Mdm2-MdmX inh: inhibitors of human Mdm2-MdmX association, primary screen, cell-based, luminescence, split luciferase, SaOS-2, uHTS; Protein Mdm4 (Homo sapiens) + E3 ubiquitin-protein ligase Mdm2 (Homo sapiens), …; SaOS-2 split-luciferase Mdm2/MdmX complementation; inhibition, % at 8 µM; actives 3% (n = 330,000);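 active means inhibition of at least 50% at 8 µM in the primary screen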
tim10-1 inh: growth inhibitors of tim10-1 mutant yeast, primary screen, luminescence, uHTS; inhibition, % at 20 µM; actives 2.2% (n = 330,000); AID 463190, 2010; S. cerevisiae tim10-1 ts strain growth, BacTiter-Glo, 24 h;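 active means inhibition of at least 40%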;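 further: mutant grown at 25 °C; 0% = DMSO wells with yeast and 100% = wells holding no yeast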
CHOP UPR activ: activators of apoptotic CHOP UPR arm, primary screen, cell-based, CHO-CHOP luciferase reporter, luminescence, uHTS; UPR activation; percent of tunicamycin response over DMSO baseline; activation, % at 10 µM; actives 0.34% (n = 330,000); AID 449763, 2010;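 active means at 10 µM dose, activation of 40% or more, normalized to positive control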;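 further: 100% = tunicamycin at 10 µg/mL and 0% = DMSO alone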
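measured by = luciferase luminescence | assay system = CHO-CHOP cells, stable luciferase reporter of PERK-eIF2a-CHOP signalling | amount = 500 reporter cells seeded per well | timing = 6 h compound exposure at 37 °C after overnight seeding | controls = positive tunicamycin 10 µg/mL, negative DMSO alone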
CXCR6 inh: CXCR6 receptor inhibitors, primary screen, cell-based, beta-arrestin, luminescence, CHO-K1 PathHunter, 1536-well; C-X-C chemokine receptor type 6 (Homo sapiens), O00574; inhibition, % at 20 µM; actives 0.36% (n = 360,000); in the data active means inhibition above about 34%, passing the limit was not always enough;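 further: antagonist mode with CXCL16 agonist at 10 nM final; 0% = 10 nM CXCL16 with DMSO and 100% = unstimulated wells without agonist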
Target sequence (O00574 whole entry, looked up): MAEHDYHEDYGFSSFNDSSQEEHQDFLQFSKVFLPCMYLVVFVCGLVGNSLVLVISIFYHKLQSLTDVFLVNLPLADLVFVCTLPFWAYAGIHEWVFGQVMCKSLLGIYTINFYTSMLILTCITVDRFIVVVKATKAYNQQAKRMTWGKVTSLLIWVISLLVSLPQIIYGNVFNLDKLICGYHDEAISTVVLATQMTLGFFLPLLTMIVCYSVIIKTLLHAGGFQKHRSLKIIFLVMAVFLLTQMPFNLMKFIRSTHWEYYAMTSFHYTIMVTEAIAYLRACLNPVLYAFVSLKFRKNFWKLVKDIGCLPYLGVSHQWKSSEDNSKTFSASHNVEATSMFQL
UPR XBP1 act: activators of adaptive XBP1 UPR arm, primary screen, cell-based, CHO-XBP1 luciferase reporter, luminescence, uHTS; IRE1-XBP1 UPR activation; percent of tunicamycin response, DMSO as zero; activation, % at 20 µM; actives 0.33% (n = 330,000); AID 463104, 2010;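 active means versus positive control, 20 µM dose yields 30% or more activation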;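 further: 100% = tunicamycin at 10 µg/mL and 0% = DMSO only wells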
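Signal: luciferase luminescence; Assay system: CHO-XBP1 luciferase reporter cells; Amount: one thousand reporter cells per well; Dosing: 20 µM single concentration, DMSO 1%; Benchmarks: high control tunicamycin 10 µg/mL final, low control DMSO vehicle only; Schedule: 6 h compound exposure at 37 °C, 5% CO2; Evaluation: percent activation relative to tunicamycin reference.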
tim23-1 inh: growth inhibitors of tim23-1 mutant yeast, primary screen, luminescence, uHTS; AID 463212, 2010; inhibition, % at 20 µM; actives 1.3% (n = 330,000); S. cerevisiae tim23-1 growth, BacTiter-Glo luminescence, 24 h;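 active means growth inhibition of the mutant yeast at or above 50%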;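 further: temperature-sensitive mutant grown at 25 °C; plate controls were DMSO-treated mutant yeast for no effect and medium wells lacking yeast for full effect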
An asterisk follows results filed as active. The list is partial; count on the stated rates, not on these rows.

compound	TIM10 inh	APJ ag	APJ antagonist	Mdm2-MdmX inh	tim10-1 inh	CHOP UPR activ	CXCR6 inh	UPR XBP1 act	tim23-1 inh
CC(=O)Oc1ccc2c(=O)c(N3C(=O)c4ccccc4C3=O)c(C)oc2c1C	17	-4	1	-2	1	2.1	4	-1	31
CC(C)(C)n1nnnc1C(c1cccc(C#N)c1)N1CCCCCC1 (stereo unspecified)	-1	-1	-6	-8	40	1.6	-2	-2	35
Nc1nc2nc(-c3ccc(Cl)cc3)cc(C(F)(F)F)n2n1	11	-2	-24	0	10	0.9	-8	7	6
C=CCn1c(SCc2cc(=O)n3cc(C)ccc3n2)nnc1-c1ccc(F)cc1	-16	0	-13	0	27	0.1	10	0	14
Nc1nonc1-n1nnc(C(=O)N/N=C/c2c(Cl)cccc2Cl)c1CN1CCOCC1	13	4	3	-2	9	0.5	-2	-3	25
Cn1c(-c2ccccc2)cnc1NCc1cc(Cl)ccc1O	-47	-3	12	1	-36	6.0	6	15	-10
CCCCn1c(SCC(=O)N2CCCC2)nc2cc(S(N)(=O)=O)ccc21	-26	-1	-13	4	3	-0.2	4	0	5
COc1ccc(NC(=O)NS(=O)(=O)c2ccc(C)cc2)cc1OC	6	0	-4	-2	-9	0.3	-7	3	-3
COc1cccc(Nc2nc(-c3cccnc3)cs2)c1	5	-5	4	-97	-29	9.0	-2	-3	45
O=C(O)C1CN(C(=O)c2ccccc2)c2cc(Cl)ccc2O1 (stereo unspecified)	3	-5	-6	3	-2	-0.6	0	3	0
COc1ccc(N2C(=O)CC(NC3CCCCNC3=O)C2=O)cc1 (stereo unspecified)	1	1	3	-12	-10	0.1	-4	-3	16
Cc1ccc(-c2nnc(COC(=O)c3cccs3)o2)cc1	8	0	-12	6	22	-0.5	0	-4	30
CN(Cc1ccccc1)C(=O)COC(=O)C1CCN(S(=O)(=O)c2cccs2)CC1	-15	-3	-7	17	14	-2.6	4	-1	-29
CC(C)Cn1c(C23CC4CC(CC(C4)C2)C3)n[nH]c1=S	35	-1	7	8	28	-0.4	-2	-3	45
CN(C)c1ccc(-c2nc3cc(N)ccc3o2)cc1	17	1	-14	-62	8	-4.6	1	-9	20
NC(=S)N/N=C1\CC(c2ccc3c(c2)OCCO3)Oc2ccc(F)cc21 (stereo unspecified)	-13	-3	-3	12	-6	-0.1	4	1	-11
Clc1ccc(-n2cnnn2)cc1	7	-3	6	-3	13	0.1	4	1	-11
COc1ccc(C(=O)CCC(=O)N2CCN(c3ccc(N4CCOCC4)nn3)CC2)cc1	10	-4	8	9	-9	-0.9	-7	-5	-6
Cc1nnsc1C(=O)Nc1cccc(Cl)c1C	-2	-3	-7	32	4	-0.2	6	-4	9
Cc1cccc(N2CCN(S(=O)(=O)c3ccc4c(c3)CCCN4C(=O)C3CCC3)CC2)c1C	9	1	12	36	30	0.8	12	-6	25
CCOC(=O)Cc1csc(NC(=S)NC(=O)c2cccc([N+](=O)[O-])c2)n1	19	-2	16	-20	26	-2.0	14	1	12
O=C(c1cccc(S(=O)(=O)N2CCCCC2)c1)N1CCN(c2ccccc2)CC1	10	7	11	6	11	1.9	6	-4	26
COC(=O)C1=C(N)Oc2cc(C)[nH]c(=O)c2C1c1cccnc1 (stereo unspecified)	7	-3	16	10	-6	-1.5	-7	4	0
CCOc1ccc(N(C(=O)c2snc(C(N)=O)c2N)C(C(=O)NC2CCCC2)c2ccncc2)cc1 (stereo unspecified)	14	0	28	-10	-3	-1.7	0	1	10
Cc1nnc(NCc2cccc(Cl)c2)c2ccccc12	1	-4	-8	13	13	0.9	-1	-4	16
Cn1c(-c2ccc(Br)cc2)cnc1NCc1ccc(C#N)cc1	-173	-3	8	9	-155	0.4	16	-5	-191
O=C(CN1C(=O)NC2(CCCCCC2)C1=O)N1CCC(Cc2ccccc2)CC1	20	7	4	20	10	0.7	-6	0	16
Cc1ccc(C)c(NC(=O)c2cc([N+](=O)[O-])cc([N+](=O)[O-])c2)c1	18	11	-27	-8	29	-2.0	-14	-1	55*
CCn1c(=N)c(S(=O)(=O)c2ccc(F)cc2)cc2c(=O)n3ccccc3nc21	7	-5	16	23	9	-4.8	4	6	3
COc1cccc(CN(C)C(=O)CNC(=O)c2sc3ccccc3c2Cl)c1OC	9	7	-3	25	1	0.0	6	-2	28
C=CC[C@@H](CC(=O)N[C@H](CO)Cc1ccccc1)C(=O)N[C@@H](COC(=O)[C@@H](CC=C)Cc1ccc(F)cc1)Cc1ccccc1	5	-3	-5	70*	4	2.6	4	3	1
COc1ccc(NC2CCCN(C(=O)CCc3ccncc3)C2)cc1OC (stereo unspecified)	-4	2	-20	7	9	-1.1	-8	-2	-3
CN1CCN(C(=O)c2cnn3c2NC(c2ccccc2)CC3C(F)(F)F)CC1 (stereo unspecified)	-10	0	-12	-2	12	-2.3	-2	-2	26
O=C(COc1ncnc2c(Cl)cc(Cl)cc12)N1CCCCC1	-22	-2	6	5	-7	-1.1	4	-1	0
CC(C)(C)C(=O)NC1CC2CCCC(C1)N2C(=O)Nc1ccc(Cl)cc1 (stereo unspecified)	-2	-2	5	-21	-16	3.2	10	-8	-5
COC(=O)CSc1nc(N2CCCCC2)c2c(c1C#N)CCCC2	27	-3	11	12	25	-0.6	-5	-3	17
CC1=NNC(=O)C1CC(=O)N/N=C/C(Br)=C/c1ccccc1 (stereo unspecified)	14	3	15	-1	16	-1.0	1	1	11
COc1ccccc1-c1cc(C(F)(F)F)nc(S(=O)(=O)CCCC(=O)Nc2cc(C)on2)n1	10	-5	9	100*	30	20	27	-7	18
CCc1nnc(SCC(=O)Nc2ccccc2)nc1CC	-1	-1	-38	8	-4	-0.7	-4	-4	6
COc1ccc(CNC(=O)COC(=O)c2c(NC(C)=O)sc(C)c2C)cc1	4	-5	27	23	16	-0.9	1	1	7

By substructure, those above containing bromine (2)
compound	TIM10 inh	APJ ag	APJ antagonist	Mdm2-MdmX inh	tim10-1 inh	CHOP UPR activ	CXCR6 inh	UPR XBP1 act	tim23-1 inh
Cn1c(-c2ccc(Br)cc2)cnc1NCc1ccc(C#N)cc1	-173	-3	8	9	-155	0.4	16	-5	-191
CC1=NNC(=O)C1CC(=O)N/N=C/C(Br)=C/c1ccccc1 (stereo unspecified)	14	3	15	-1	16	-1.0	1	1	11

Remaining list, next part:
compound	TIM10 inh	APJ ag	APJ antagonist	Mdm2-MdmX inh	tim10-1 inh	CHOP UPR activ	CXCR6 inh	UPR XBP1 act	tim23-1 inh
COCC(=O)N1CCCC(C(=O)c2ccc3c4c(cccc24)CC3)C1 (stereo unspecified)	10	-3	-15	11	7	2.6	-13	1	19
CC(C)[C@H](NC(=O)c1ccco1)C(=O)OCC(=O)Nc1ccc(Cl)c(S(=O)(=O)N(C)C)c1	-20	-4	-14	20	-7	-0.8	-6	2	11
O=C1NC(=Nc2ccccc2Cl)SC1(CO)CO	-13	-2	9	16	-12	0.3	-3	-5	6
CC(=O)Nc1sc2c(c1C(N)=O)CCCC2	-1	17	-15	-8	3	-0.5	5	1	17
C=CCn1c(N)cc(=O)nc1SCC(=O)N(c1ccccc1)c1ccccc1	10	-4	-19	7	7	3.1	-2	-2	11
CC(C)CCNC(=O)c1ccc2nc[nH]c2c1	-4	-3	-2	8	-2	1.4	-2	-4	4
COc1ccc(S(=O)(=O)N2CC(O)CC2C(=O)OCc2nc3sc(C)c(C)c3c(=O)[nH]2)cc1 (stereo unspecified)	9	0	-9	-40	26	1.9	-3	-1	7
O=C(O)C1CC(=O)N(Cc2cccnc2)C1 (stereo unspecified)	12	-6	5	-12	6	-0.4	-8	2	5
O=C(CSCc1c(Cl)cccc1Cl)Nc1ccc2c(c1)OCO2	35	-4	-2	8	26	0.9	-1	0	3
COc1ccc(C(=O)NCc2ccc3c(c2)cc(C)n3C)cc1	-9	-4	-2	3	9	0.0	-3	-1	14
CCOC(=O)c1c(N2C(=O)C3C4C=CC(O4)C3C2=O)sc2c1CCCC2 (stereo unspecified)	29	-2	12	13	17	-0.9	3	-3	25
c1ccc2c(c1)OCC(c1nnc3n1-c1ccccc1SC3)O2 (stereo unspecified)	-4	-1	20	0	9	-1.2	7	3	-12
Cc1ccc(CSc2nnc(C)c(=O)n2N)cc1	-28	-1	-3	5	12	5.0	-4	2	4
Cc1sc2nc(C)n(/N=C/N(C)C)c(=O)c2c1C	5	-2	1	1	-11	-1.9	1	-1	7
CC12CCC(C(=O)NCc3ccc(Cl)cc3)(OC1=O)C2(C)C (stereo unspecified)	1	-5	5	-12	22	-1.1	-6	2	14
O=C(Nc1ccc(O)c(-c2nc3ccccc3o2)c1)C1(c2ccc(Br)cc2)CCCC1	18	0	-29	20	11	-1.2	6	-2	8
CSc1ccccc1NC(=O)CN(c1cccc(C)c1)S(C)(=O)=O	14	2	16	11	23	-0.6	8	0	23
COc1ccc(-c2nsc(SCC(=O)NCC3CCCO3)n2)cc1 (stereo unspecified)	11	3	-15	5	5	0.9	5	-1	7
Cc1nc(CCNC(=O)COc2ccccc2)cs1	-3	4	6	7	2	0.8	5	1	16
Cc1cc(C(=O)O)c(CSc2ncn[nH]2)o1	-15	-1	6	-7	-19	-0.8	-6	-2	-2
Cc1ncsc1CCC(=O)N1CCCC(C(=O)c2cccc(Cl)c2)C1 (stereo unspecified)	-6	-6	13	-13	29	-0.9	-2	7	19
CSc1ccc(C2CC(=O)Nc3c2c(=O)n(C)c(=O)n3C)cc1 (stereo unspecified)	-8	-1	8	-14	0	3.2	-4	1	4
O=[N+]([O-])c1cc(/C=N/OCc2c(Cl)cccc2Cl)ccc1N1CCOCC1	15	-1	33	-2	16	3.1	7	7	23
COc1ccc(CC(=O)Nc2ccc(NC(=O)c3ccccc3F)cc2)cc1	-6	-2	17	5	-18	1.9	-4	4	-2
COc1ccc(N2CCn3c2nc2c3c(=O)n(CCCc3ccccc3)c(=O)n2C)c(OC)c1	19	6	-7	30	34	6.2	4	-1	29
Cc1cccc(C)c1NC(=O)C(=O)NCCOc1ccc(Cl)cc1	-9	-3	8	14	35	0.4	-2	-2	9
